Coupling enz: counter-screen for Giardia aldolase inhibitors: coupling enzyme system | coupling enzyme system counterscreen, AmpLite Red fluorescence | activity change, negative = inhibition, % at 58.2 µM, hits read low | 290,000 compounds, 0.67% hits | AID 2472; in the data active = activity change below about -30%; note: % is set by controls: 0 for no effect and ±100 for the full control effect
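Coupling enzymes only (glyceraldehyde-3-phosphate) + compound, at 57.5 uM final, 10 min RT; add substrate/coupling/AmpLite Red mix, 20 min RT; fluorescence ex 525/em 598 nm. Actives flag coupling-system interference.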
hERG WT inh: inhibitors of human wildtype KCNH2 potassium channel; Q12809; U2OS, BacMam KCNH2, thallium flux FluxOr; hits give low values; activity change, % at 1.84 µM; 340,000 compounds, 0.37% hits; AID 720551;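 active = maximum activity change below -70%; inconclusive = maximum activity change between -70% and -50%; inactive = maximum activity change above -50%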; note: % is set by controls: 0 for no effect and ±100 for the full control effect
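U2OS cells transduced with wild-type KCNH2 virus are loaded with FluxOr dye for 45 min, and thallium flux is measured in kinetic reads before and after stimulation buffer. Rate constants are normalized to DMSO controls.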
KCNH2 3.1 inh: KCNH2 3.1 (human) potassium channel inhibition; U2OS KCNH2 3.1, thallium flux FluxOr; hits give low values; activity change, % (tested at about 1.8 µM); 340,000 compounds, 0.95% hits; AID 720553;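 active = maximum activity change below -70%; inconclusive = maximum activity change from -70% to -50%; inactive = maximum activity change above -50%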;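 note: thallium influx rate constant from kinetic fluorescence after stimulation buffer; % is set by controls: 0 for no effect and ±100 for the full control effect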
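Normalized rate constant (relative to positive and negative DMSO controls) derived from a 2 min kinetic fluorescence read after stimulation; U2OS cells expressing the 3.1 isoform via virus at 1.77 x 10^8 /mL.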
TRPV1 agonist: agonists of human vanilloid receptor 1 (TRPV1); Q8NER1; TRPV1-expressing cells, Fluo-8 calcium influx, agonist mode; activation, % at 8.33 µM; 320,000 compounds, 0.19% hits; in the data active = activation above about 80%; inconclusive = between about 30% and that limit; note: 0% is about no effect
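Cells expressing TRPV1 were dye-loaded with Fluo-8 and read kinetically: 10 s baseline, 3 min after compound (agonist portion), then 2 min after EC20 capsaicin (allosteric enhancer portion). Calcium-bound dye fluorescence at 480/520 nm.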
Integrin act MD: activators of alpha7 integrin expression for muscular dystrophy | alpha7betagal myoblasts, beta-gal FDG fluorescence, 48 h | Potency, µM (doses to about 38.3 µM), for inactives: at the highest dose activation, actives largely listed as activators | 350,000 compounds, 0.064% hits;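 note: potency is the fitted concentration of half-maximal effect; 100% = response of the positive control SU9516; nearly all actives have a fitted effect of over 60% in size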
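Alpha7betagal+/- myoblasts (passage 13) were plated 16-24 hr, then exposed to compounds (1:260 dilution of DMSO stock) for 48 hours at 37C. After MPER lysis, β-galactosidase reporter activity was read as FDG fluorescence (ex 480/em 540) after 30 minutes.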
A-T KAP1 phos: candidate therapy for ataxia-telangiectasia | […] A-T fibroblasts, KAP-1 phosphorylation AlphaLISA; neocarzinostatin DNA damage 30 min before lysis | Potency, µM (doses to about 57.5 µM), for inactives: at the highest dose activation, usual class: activators | 320,000 compounds, 0.19% hits; note: potency is the fitted concentration of half-maximal effect; % of control where 0% means no effect; nearly all actives have a fitted effect of over 45% in size
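ATM-like activity read as KAP-1 phosphorylation via AlphaLISA donor/acceptor antibody pairs after lysis and 6 hr at 25C. Cells were ATM-null patient fibroblasts ([…], hTERT), dosed 60 min, then exposed to the DSB inducer NCS for 30 min.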
GALK inh: blocks human galactokinase activity | Purified GALK, Kinase-Glo residual ATP luminescence | P51570 | AID 1868 | Potency, µM (doses to about 57.5 µM), for the others: at the top dose activity change, negative = inhibition, actives largely listed as inhibitors | 270,000 compounds, 0.007% hits; note: potency is the fitted concentration of half-maximal effect; % is set by controls: 0 for no effect and ±100 for the full control effect
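Luminescence from leftover ATP (Ultra-Glo luciferase/luciferin) served as read-out after a 1 h room-temperature reaction of 5 nM GALK with 35 uM ATP and 100 uM galactose.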
MLL CXXC-DNA inh: MLL CXXC-DNA interaction inhibition; Potency, µM (highest dose often 115 µM), for inactives: top-dose activity change, negative = inhibition, actives largely listed as inhibitors; 290,000 compounds, 0.037% hits; MLL-CXXC / FITC-HOXA9 DNA fluorescence polarization; Q03164; active = well fitted inhibition curve with a large enough effect in the polarisation, with a control signal flat, not every such curve was filed as active; inconclusive = small, poorly fitted or top-dose-only effect, or effect the other way, or a change in a side signal; inactive = no such curve, though single readings can be large or run the other way; the % refers to the polarisation; note: potency is the fitted concentration of half-maximal effect
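Fluorescence polarization: 7 uM MLL-CXXC (stock) preincubated 5 min with compounds, then 50 nM fluorescein-HOX-A9 DNA (stock) added; 30 min ambient. Buffer 50 mM Tris-HCl pH 7.5, 50 mM NaCl, 1 mM DTT, 0.05% BSA.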
MBNL1-CUG inh: blocks human MBNL1 binding to CUG repeat RNA; Potency, µM (highest dose often 57.5 µM), inactives show at the top dose activity change, negative = inhibition, hits mostly inhibitors; TR-FRET MBNL1-His/biotin-(CUG)12 binding, 665/545 ratio; 280,000 compounds, 0.036% hits; Q9NR56; AID 2675; active = well fitted inhibition curve with a large enough effect in the signal ratio, with a control signal flat, not every such curve was filed as active; inconclusive = small, poorly fitted or top-dose-only effect, or effect the other way, or a change in a side signal; inactive = no such curve, though single readings can be large or run the other way; the % refers to the signal ratio; note: potency is the fitted concentration of half-maximal effect; % is set by controls: 0 for no effect and ±100 for the full control effect
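Inhibition of protein-RNA binding appears as loss of TR-FRET between terbium anti-His antibody on MBNL1-His and streptavidin-XL665 on biotin-(CUG)12. Activity is normalized to buffer-only and uninhibited-complex controls.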
ASM inhibitor: inhibitors of human secretory acid sphingomyelinase; P17405; placental ASM, HMU-PC fluorogenic substrate, 60 min; Potency, µM (doses to about 57.5 µM), for the others: at the top dose activity change, negative = inhibition, actives largely listed as inhibitors; 340,000 compounds, 0.006% hits; note: potency is the fitted concentration of half-maximal effect
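Steps: dispense placental human ASM, pin compound, wait 10 min at room temperature, add HMU-PC0 substrate at 9 uM final, incubate 60 min at 37 °C, add stop solution raising pH to 10, read fluorescence.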
* = called active by the depositor; ? = inconclusive; nt = not tested or not shown; [ ] = dose if it differs, or a comment. Unless noted, calls come from the whole dose curve; as a rule, active = well fitted curve in the direction sought with a large enough effect; inconclusive = small, poorly fitted or top-dose-only effect, or another doubt; inactive = no such curve, though single readings can be large; an effect the other way counts as inactive or inconclusive.

SMILES	Coupling enz	hERG WT inh	KCNH2 3.1 inh	TRPV1 agonist	Integrin act MD	A-T KAP1 phos	GALK inh	MLL CXXC-DNA inh	MBNL1-CUG inh	ASM inhibitor
Cn1nnnc1SCC(=O)N1N=C(c2cccs2)CC1c1cccs1 (configuration not stated)	nt	-2	16	nt	-4%	3%	nt	nt	nt	6%
Cc1ccc(-n2c(SCC(=O)N/N=C/C=C/c3ccccc3[N+](=O)[O-])nc3ccccc3c2=O)cc1	1	20	-6	0	-35%[inhibitor]	4%	2%	-1%	13%	-6%
COC(=O)c1ccc(/C=C/C(=O)c2cccc(OC)c2)cc1	0	1	20	-1	-73%[inhibitor]	20%	-4%	4%	-9%	-3%
COc1ccc(C(=O)NCC(c2cccs2)N2CCc3ccccc32)cc1OC (configuration not stated)	nt	-3	-7	0	-23%	-6%	nt	nt	nt	-5%
CCN1C(=O)[C@@H]2[C@H](C1=O)[C@@H]1C(=O)Nc3ccccc3C(=O)N1[C@@H]2c1cccc(Cl)c1	-3	1	13	1	31%	6%	nt	-1%	1%	11%
Cc1ccc(CNC(=O)CS(=O)(=O)CC(=O)O)cc1	4	-4	-3	4	20%	-3%	3%	4%	-3%	2%
CC(=O)N1C(C)(C)CC(=NOC(=O)c2ccccc2)CC1(C)C	3	nt	11	0	-54%[inhibitor]	-2%	-1%	16%	-7%	0%
COCCCNC(=O)c1ccc2c(=O)n(Cc3ccc4c(c3)OCO4)c(=S)[nH]c2c1	-1	-1	nt	-1	-22%	2%	0%	-2%	-6%	-1%
CCCSc1nnc(CSc2nc3ccccc3s2)n1-c1ccccc1	nt	-13	13	?	0%	6%	3%	-11%	-3%	-9%
COc1ccc(NC(=O)Nc2ccc3c(c2)C(=O)N([C@H](C)CO)C[C@H](C)[C@@H](CN(C)C(=O)Nc2ccc(OC)cc2)O3)cc1	nt	-8	13	nt	-3%	1%	nt	nt	nt	-3%
Cc1ccc2nc(NCCC(=O)O)nc(-c3ccccc3)c2c1	15	-2	3	-2	-26%	-1%	0%	-5%	1%	nt
NC(=O)c1oc2ccccc2c1NC(=O)CN1CCCCC1	-2	-9	17	4	9%	-17%	4%	-1%	8%	0%
CCCCOC(=O)Nc1cc(C(=O)OC)ccc1C(=O)OC	-1	8	5	?	8%	16%	0%	1%	7%	-9%
Cc1ccccc1C(=O)c1cccn1CC(=O)NCCCc1ccccc1	4	1	-6	19	12%	14%	3%	10%	16%	6%
CN(C)c1cccc(/C=C(\C#N)c2ccccc2)c1	-1	2	11	?	-42%[inhibitor]	0%	6%	4%	9%	6%
CN(C)C(CNC(=O)C1CCCN(C(=O)c2ccc(Cl)cc2)C1)c1ccco1 (configuration not stated)	0	12	-6	1	5%	4%	1%	-4%	1%	11%
CC(OC(=O)CCCN=C1NS(=O)(=O)c2ccccc21)C(=O)Nc1ccc(F)cc1Cl (configuration not stated)	nt	30	31	-5	-1%	-11%	nt	nt	nt	0%
O=S(=O)(Nc1ccccc1O)c1ccc(Cl)nc1	-4	-3	-10	3	-4%	-12%	-2%	-21%	-1%	0%
Cc1n[nH]c(C)c1S(=O)(=O)N1CCC(C(=O)N2CCn3c2nc2ccccc23)CC1	1	16	7	3	-42%	7%	0%	-5%	-4%	-2%
Cn1cccc1/C=C1\SC(=Nc2ccccc2)NC1=O	1	-1	-10	26	19%	-9%	0%	-13%	nt	-12%
CC1CCCN(C(=O)CNC(=O)c2ccco2)C1 (configuration not stated)	nt	?	6	-1	-25%	-4%	-5%	4%	-3%	6%
CCc1ccc(CNC(=O)c2ccc(OC3CCN(C(=O)COC)CC3)cc2)nc1	nt	-7	11	0	12%	-3%	-2%	-8%	-3%	1%
O=C(COc1ccc(F)cc1Br)NCC1COc2ccccc2O1 (configuration not stated)	nt	1	16	nt	-1%	-3%	nt	nt	nt	2%
COc1ccc(NC(=O)CSc2nc(N)c3cc4c(nc3n2)CCCC4)c(OC)c1	3	-3	18	-3	-43%	nt	-2%	4%	16%	-1%
CCOC(=O)c1ccc(CSC(=N)N)o1	1	-12	0	4	-40%	-19%	7%	0%	-2%	5%
CCOc1ccc(C(=O)N2CCCC2C(=O)O)cc1 (configuration not stated)	4	-21	0	1	26%	10%	0%	14%	-6%	5%
Cc1cccn2c(=O)c(C=NCCO)c(NCc3ccco3)nc12	0	-4	-16	15	3%	7%	0%	-15%	15%	13%
Cc1c(NC(=O)CCSCCc2ccccn2)cccc1[N+](=O)[O-]	3	7	nt	13	-4%	10%	-2%	-5%	7%	3%
Cn1c(=O)n(CC(=O)NCC2CCCO2)c(=O)c2c3c(sc21)COC(C)(C)C3 (configuration not stated)	4	0	-13	0	0%	4%	5%	2%	-2%	-1%
COc1ccccc1CNC(=O)CN1CCC(n2cnc3cc(F)ccc32)CC1	-1	-5	-3	-3	4%	-2%	-4%	5%	-2%	5%
O=C(NCCc1ccccc1)C1CC(=O)N(c2ccc3c(c2)OCCO3)C1 (configuration not stated)	nt	-16	5	2	6%	-3%	nt	nt	nt	2%
COc1ccc(CC(=O)Nc2ccccc2-c2ccccc2)cc1OC	0	-22	-2	13	13%	-3%	0%	31%[activator]	1%	-3%
Nc1nc(SCC(=O)NC2CCCCC2)n[nH]1	nt	25	8	-7	14%	-4%	5%	-5%	0%	1%
S=C(/N=c1/sccn1Cc1ccccc1)NC1CC1	0	-1	5	13	?	-11%	7%	3%	-6%	0%
COc1cccc(OCc2cc(C(=O)NCC3CCCCC3)no2)c1	0	-12	3	30	-15%	1%	1%	15%	-12%	-1%
Cc1onc(-c2c(Cl)cccc2Cl)c1C(=O)N1CCc2ccccc2C1	nt	6	-12	27	-16%	3%	-1%	-13%	7%	5%
Cn1nnc2cc(C(=O)NCc3ccco3)ccc21	-1	-13	13	-3	-5%	nt	-1%	-8%	3%	2%
CCn1cc(C(=O)O)c(=O)c2cc(OC)ccc21	-1	16	0	-3	-6%[7.66 µM]	-3%	-1%	-11%	-3%	-3%
CCOC(=O)Cn1cnc2scc(-c3ccc(C)c(C)c3)c2c1=O	-1	2	0	7	-30%	18%	-7%	1%	-2%	-2%
O=C(COC(=O)c1cncc(Br)c1)NCc1cccs1	nt	13	16	nt	-11%	1%	nt	nt	nt	4%
O=C(CCc1ccncc1)N1CCCC(Nc2ccc(F)c(F)c2)C1 (configuration not stated)	nt	-6	6	?	4%	1%	0%	-5%	-3%	8%
S=c1[nH]nc(-c2ccccc2)n1/N=C/C=C/c1ccco1	-1	10	5	21	-44%	-2%	-1%	-17%	?	-2%
CCCCNC(=O)CNC(=O)c1nn(-c2ccc(OC)cc2OC)c(=O)c2ccccc12	-1	1	-7	-3	-7%	-7%	-2%	-2%	6%	-1%
CCOC(=O)c1cnc2ncnn2c1N	-1	6	19	1	-4%	5%	-1%	-3%	-8%	7%
O=C(CN1CCc2ccccc2C1)Nc1ccccc1C(=O)NC1CC1	nt	-5	-3	3	-3%	-1%	nt	nt	nt	5%
Cn1c(SCC(=O)N2CCN(c3ccccc3)CC2)nnc1-c1c[nH]c2ccccc12	2	3	0	-2	15%	-4%	3%	5%	-7%	-13%
COC(=O)c1ccccc1NC(=O)c1c(O)c2c([nH]c1=O)CCCC2	-1	-11	-1	-1	27%	-1%	-4%	19%	-1%	4%
CC(C)N(C(=O)[C@H]1C[C@H](CC(=O)NCC23CC4CC(CC(C4)C2)C3)C(=O)N2CCc3c([nH]c4cc(CCC(=O)N(C)C)ccc34)[C@]12C)C(C)C	nt	-7	-1	nt	0%	4%	nt	nt	nt	-3%
CCOC(=O)C1(CC2CC2)CCN(C(=O)c2cccnc2C)CC1	4	11	-1	0	-13%	3%[11.5 µM]	4%	-3%	-4%	2%
COC(=O)CCc1cccc(CCC(=O)OC)c1	0	16	0	2	-12%	7%	nt	10%	-8%	6%
O=C(Nc1cccc2cccnc12)c1ccccc1Br	nt	6	-19	nt	-58%[inhibitor]	nt	nt	nt	nt	-5%
CC1(C)CC(=O)C=C(Nc2cccc(Cl)c2Cl)C1	nt	-7	-1	nt	18%	nt	nt	nt	nt	6%
CSc1ccccc1C(=O)Nc1nccs1	-7	-5	12	5	20%	nt	0%	-6%	-16%	-1%
CC(=O)NCCCc1nc2ccccc2n1Cc1cc(C)ccc1C	3	-5	24	89*	-1%	-5%	0%	-6%	-2%	1%
Cc1ccc(C(=O)NCCc2cccc(Cl)c2)cc1[N+](=O)[O-]	0	-3	3	?	-16%	2%	0%	-3%	18%	-4%
COc1cc2c(cc1OC)CN(c1ccc([N+](=O)[O-])cc1Cl)CC2	-15	12	?	-1	-38%	-11%	-1%	-4%	?	-18%
S=c1nc(-c2ccccc2Cl)[nH][nH]1	3	2	14	-1	1%	0%	9%	-3%	-6%	2%

Screening data as filed in PubChem BioAssay.
